Screening results from PubChem BioAssay.
BoNT-F LC inh: BoNT/F light chain protease inhibitors, primary screen, biochemical, flow cytometry, MLPCN library; Multiplex microsphere protease cleavage assay; Botulinum neurotoxin type F light chain protease (Clostridium botulinum); inhibition, % at 10 µM; AID 588497, 2011; 360,000 compounds, 0.22% hits; in the data active = inhibition above about 35%, passing the limit was not always enough; inconclusive = no clear call, values can overlap the other calls; note: plate controls were buffer without enzyme for full effect and enzyme alone for no effect
PfHsp40 rescue: rescue of yeast from PfHsp40 toxicity, primary screen, S. cerevisiae, ATP luminescence | S. cerevisiae expressing PfHsp40, growth rescue | growth rescue, % at 12.5 µM | 340,000 compounds, 0.68% hits; in the data active = growth rescue above about 28%, passing the limit was not always enough; inconclusive = no clear call, values can overlap the other calls;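 note: yeast W303a lacking pdr1 and pdr3 grown in galactose medium; growth measured after three days at 30 °C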
BioA inh: M. tuberculosis BioA enzyme inhibitors, primary screen, biochemical, plate reader, single point, HTS; 7,8-diaminopelargonic acid synthase BioA (Mycobacterium tuberculosis); purified M. tuberculosis BioA enzyme; inhibition, % at 9.99 µM; 360,000 compounds, 0.096% hits; AID 602481, 2012; in the data active = inhibition above about 40%; inconclusive = no clear call, values can overlap the other calls
BoNT A protease: BoNT/A light chain protease inhibitors, primary screen, biochemical, flow cytometry, MLPCN library; multiplex microsphere protease substrate cleavage; AID 588499, 2011; inhibition, % at 10 µM; Botulinum neurotoxin type A light chain protease (Clostridium botulinum A str. ATCC 3502); 360,000 compounds, 0.17% hits; note: plate controls were buffer without enzyme for full effect and enzyme alone for no effect
Anthrax LF inh2: Bacillus anthracis LF protease inhibitors, primary screen, biochemical, multiplex microsphere, MLPCN library | multiplex microsphere protease cleavage assay | 360,000 compounds, 0.12% hits | AID 588501, 2011 | inhibition, % at 10 µM; note: plate controls were buffer without enzyme for full effect and enzyme alone for no effect
FadD28 binding: inhibitors of FadD28 bisubstrate probe binding, primary screen, biochemical, fluorescence polarization, single point; inhibition, % at 12.5 µM; Mycobacterium tuberculosis FadD28 fatty-acid-AMP ligase; 360,000 compounds, 0.22% hits; in the data active = inhibition above about 8.5%, passing the limit was not always enough; inconclusive = no clear call, values can overlap the other calls
GDH-TPI counter: GDH-TPI coupling enzyme inhibitors, primary screen, artefact control for M. tuberculosis FBA inhibitor project, biochemical, absorbance, full deck | 360,000 compounds, 1.2% hits | AID 588335, 2011 | inhibition, % at 4.8 µM | GDH-TPI coupled enzyme counterscreen, NADH absorbance; in the data active = inhibition above about 30%;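 note: 0% = DMSO wells and 100% = wells lacking the enzyme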
FBA Mtb inh: Mtb FBA enzyme inhibitors, primary screen, biochemical, fluorescence, strain H37Rv; purified M. tuberculosis FBA, fluorescence read-out; inhibition, % at 1 µM; 360,000 compounds, 2.3% hits; in the data active = inhibition above about 27%;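 note: 0% = vehicle and 100% = reference inhibitor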
Target sequence (P9WQA3 whole entry, looked up): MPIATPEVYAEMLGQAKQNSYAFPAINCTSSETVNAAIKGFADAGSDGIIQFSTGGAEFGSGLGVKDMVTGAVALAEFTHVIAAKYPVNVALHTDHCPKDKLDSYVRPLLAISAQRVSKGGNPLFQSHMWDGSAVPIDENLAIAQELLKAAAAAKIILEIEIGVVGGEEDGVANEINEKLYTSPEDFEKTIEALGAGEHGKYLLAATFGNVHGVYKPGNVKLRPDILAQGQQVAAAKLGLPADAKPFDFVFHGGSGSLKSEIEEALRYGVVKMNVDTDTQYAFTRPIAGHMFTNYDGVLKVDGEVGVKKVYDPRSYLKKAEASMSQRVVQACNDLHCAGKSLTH
Mtb UGM inh: M. tuberculosis UGM enzyme inhibitors, primary screen, biochemical, fluorescence polarization, single point; inhibition, % at 10 µM; AID 504406, 2011; purified UGM, fluorescence polarization probe displacement; 320,000 compounds, 0.06% hits; UDP-galactopyranose mutase (Mycobacterium tuberculosis (strain ATCC 25618 / H37Rv)), …; in the data active = inhibition above about 10%, passing the limit was not always enough; inconclusive = no clear call, values can overlap the other calls
Target sequence (P9WIQ1 whole entry, looked up): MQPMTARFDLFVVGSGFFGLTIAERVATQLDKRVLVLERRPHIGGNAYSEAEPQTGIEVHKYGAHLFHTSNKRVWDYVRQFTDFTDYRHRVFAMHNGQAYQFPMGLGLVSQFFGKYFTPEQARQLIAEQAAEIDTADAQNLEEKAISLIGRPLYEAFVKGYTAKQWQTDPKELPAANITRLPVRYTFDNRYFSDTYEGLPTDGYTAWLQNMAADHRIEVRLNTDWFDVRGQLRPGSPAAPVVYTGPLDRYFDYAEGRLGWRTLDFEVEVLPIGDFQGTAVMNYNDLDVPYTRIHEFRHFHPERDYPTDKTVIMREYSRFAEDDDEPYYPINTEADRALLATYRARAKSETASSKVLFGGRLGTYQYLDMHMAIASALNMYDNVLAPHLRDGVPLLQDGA
* marks the source's active call; other numbers are inactive results; ? = inconclusive; nt = no result given; & = joins results of further samples. Cut-off read from the data, not from the text of the source, unless noted: active = inhibition above about 30%; inconclusive = no clear call, values can overlap the other calls; inactive = below that.

SMILES	BoNT-F LC inh	PfHsp40 rescue	BioA inh	BoNT A protease	Anthrax LF inh2	FadD28 binding	GDH-TPI counter	FBA Mtb inh	Mtb UGM inh
COCC(=O)N[C@@H]1c2cc(OC)c(OC)cc2C[C@H]1OCc1ccccc1	-1	-0.4	2.6	0.4	2	-2.4	-4	-2	nt
COc1ccc([C@H]2CN(Cc3ccccc3)C(=O)[C@@H]2CC(=O)Nc2ccccc2)cc1	-4	nt	1.6	-0.5	0	-2.1	2	-1	nt
COc1cccc2oc3ccc(C#Cc4ccccn4)cc3c(=O)c12	-2	-1.6	0.3	0.0	-6	0.4	11	86*	-1.8
CC(C)CCNC(=O)C1CCC(CNS(=O)(=O)c2ccc(Cl)cc2)CC1 (configuration not stated)	-15	-0.9	nt	-3.6	-11	-0.7	-2	2	4.6
CCOc1ccc(NC(=O)C2CCCN(S(=O)(=O)c3ccc4c(c3)C(C)(C)C(=O)N4C)C2)cc1 (configuration not stated)	-3	nt	1.6	0.0	-13	-1.8	5	1	nt
O=C(C(O)c1ccccc1)N1N=C(c2ccccc2)CC1(O)C(F)(F)F (configuration not stated)	0	1.8	6.9	-0.5	0	-1.9	3	0	-0.4
c1cncc(-c2cn(C[C@H]3CC[C@@H]([C@@H]4CC[C@H](Cn5cc(-c6cccnc6)nn5)O4)O3)nn2)c1	4	-0.1	-0.3	0.4	0	-3.6	-2	-4	-2.2
Cc1c(NC(=O)Cn2nc(C(=O)O)c3ccccc3c2=O)c(=O)n(-c2ccccc2)n1C	-3	-1.0	0.8	-0.3	1	-3.4	-16	-4	1.1
Cc1ccc(C(=O)c2ccccc2C(=O)O)s1	?	-0.1	0.6	0.8	2	-3.6	-1	3	2.7
CCN(CC)C(=O)CSc1nnc([C@H](Cc2c[nH]c3ccccc23)NC(=O)OC(C)(C)C)o1	-10	-0.2	1.3	-0.8	-5	-4.5	-7	-2	-0.5
C#CCOC(=O)C[N+](C)(C)CC#Cc1ccccc1	5	0.1	0.5	0.7	-7	-0.6	5	-1	-0.8
Cn1nc(C(F)(F)F)cc1Oc1ncc(C(F)(F)F)cc1Cl	0	-1.2	nt	-0.2	-4	-0.8	-2	-1	-1.2
CSCCC(NS(=O)(=O)c1ccccc1F)C(=O)Nc1ccncc1 (configuration not stated)	-7	-0.2	-0.8	-0.3	3	-2.5	-5	-1	0.3
O=C(Nc1ccc2nc3n(c(=O)c2c1)CCCCC3)c1cc([N+](=O)[O-])ccc1F	4	1.0	8.0	1.3	0	-0.7	5	4	0.6
O=C(CNC(=O)c1nc[nH]c1C(=O)N1CCN(c2ccccc2)CC1)OCc1ccccc1	-10	-0.4	-1.4	-0.3	2	0.9	7	2	-2.3
CCc1ccc(S(=O)(=O)NC(=S)Nc2ccccc2)cc1	2	1.8	-0.1	-1.6	6	-0.3	5	1	1.7
CC(C)CC(=O)N1CCN(S(=O)(=O)c2ccc(C3CCCCC3)cc2)CC1	-3	-0.6	-1.5	-0.6	-6	-0.8	-3	1	-3.3
CN(C)c1cccc(C(=O)NCc2ccc(Cl)cc2)c1	2	-0.2	nt	1.1	-6	-3.3	-9	-2	-0.1
COc1ccc(C(=O)N2CCN(c3ccccn3)CC2)cc1	-5	-0.4	nt	-0.3	-1	1.5	12	3	1.2
O=c1[nH]cnc2c1ncn2C1OC(CO)C(O)C1O (configuration not stated)	-4	-0.1	-1.4	0.8	6	-0.6	6	-1	nt
CC[C@@]12C(=O)N(c3cccc(F)c3)C(=O)N1[C@H](c1cccc(C)c1)[C@@H]1C(=O)N(Cc3ccccc3)C(=O)[C@@H]12	-9	-0.5	-1.4	-0.4	3	-5.0	1	1	2.2
C/C(=C1/SC(=S)N(CCC(=O)O)C1=O)c1ccc(O)cc1	-3	-0.1	2.0	-0.1	2	-3.9	18	-2	-0.7
CSc1nnc(N2C(=O)C(O)=C(C(=O)c3ccco3)C2c2ccccc2)s1 (configuration not stated)	3	-0.7	-1.9	2.0	2	-2.1	14	1	1.3
O=C(NCCS(=O)(=O)N1CCN(c2ccccc2F)CC1)c1ccc(Br)o1	1	0.3	2.0	1.2	-1	-2.5	0	1	2.9
COc1cc(C#Cc2c(-c3cncn3C)n(C)c3ccc(-c4cnc(N5CCOCC5)nc4)cc23)cc(OC)c1	-6	-1.1	-1.0	-0.3	4	-1.1	5	7	3.6
CN1CCN(CCCNC(=O)CN2C(=O)COc3ccccc32)CC1	-15	-1.4	nt	-3.5	5	-0.9	5	2	0.3
CC(C)c1ccc(N2C(=O)CSC23C(=O)N2CCCc4cccc3c42)cc1 (configuration not stated)	-2	-1.3	nt	-0.7	-1	0.1	13	-2	-0.5
CCc1ccccc1NC(=O)C1CCN(C(=O)c2cccs2)CC1	-8	0.2	0.3	0.7	-7	-1.1	-2	2	-5.8
Cc1ccc2c(CC(=O)N3CCc4ccccc43)coc2c1	-7	-0.5	2.0	0.1	2	-0.9	2	2	4.6
O=C(NNC(=O)C1CC=CCC1)c1ccccc1Br (configuration not stated)	24	1.6	-0.8	-6.4	-7	-0.2	4	-2	-0.9
CC(=O)Nc1ccc(-c2nnc(SCc3c(C)cc(C)cc3C)n2C)cc1	-3	-0.7	0.8	0.0	0	-4.9	3	-7	-0.1
O=C(NCC1CCCO1)c1ccc2[nH]c3c(c2c1)CCCC3 (configuration not stated)	-11	-0.4	-1.2	-1.4	-2	-0.4	-5	0	nt
COc1ccc(S(=O)(=O)N(C)C)cc1NC(=O)[C@H](Cc1ccccc1)N1C(=O)c2ccccc2C1=O	-5	0.5	-0.8	-0.8	1	-1.0	0	5	-0.6
COC(=O)C(=C/C(C)=C/c1cccs1)C(=O)OC	-2	-1.8	nt	-1.4	-3	0.5	13	-1	-1.5
COc1ccc(-c2nnc(SCC(=O)Nc3cc(F)ccc3C)o2)cc1	-3	3.3	-0.6	-0.8	0	-1.2	10	0	-2.3
O=C(CC(SCCO)c1ccc([N+](=O)[O-])cc1)c1ccco1 (configuration not stated)	-4	-1.1	-2.4	2.2	-4	-1.9	31*	1	-3.2
CC(=O)c1nnn(-c2ccccc2C#N)c1C	?	-1.6	-0.3	-0.2	12	-0.9	7	2	1.1
C=CC[C@H](CC(=O)N[C@H](CO)Cc1ccccc1)C(=O)N[C@@H](COC(=O)[C@H](CC=C)CC(=O)OC(C)(C)C)Cc1c[nH]c2ccccc12	0	4.3	0.6	0.0	1	-2.7	1	2	2.5
O=C(c1c(F)cccc1F)N1CCCC(c2nc(-c3ccc(Cl)cc3)no2)C1 (configuration not stated)	?	0.5	0.5	3.8	-7	-5.4	-11	2	-2.2
Clc1ccc(-c2nc(-c3cnccn3)no2)cc1	-9	-0.4	-2.3	0.2	-12	-2.4	2	2	1.9
COc1ccc(O)c(/C=N/NC(=S)Nc2cccc(S(=O)(=O)N(C)C)c2)c1	-14	2.8	-1.1	-1.1	-4	18*	6	4	-1.5
C/C(=N\NC(=O)CCc1ccccc1)C1C(=O)c2ccccc2C1=O	-5	-0.7	1.0	0.2	-5	-0.4	16	-4	-1.1
Cc1ccc(-n2c(Cc3cccn3C)nnc2SCC(=O)Nc2cc(C)on2)cc1	2	-1.0	-1.1	0.8	-2	-0.4	0	0	0.9
O=C(OCC1OC2OC3(CCCCC3)OC2C2OC3(CCCCC3)OC12)c1ccccc1 (configuration not stated)	-4	0.2&1.5	-2.8	-0.5	-1	-1.5	4	2	2.0
COc1ccc(/C=N/n2cnn(Cc3ccccc3Cl)c2=S)cc1OC	5	-1.4	nt	-2.3	-8	-2.7	6	7	3.0
O=C1OCC2=C1C(c1ccc(F)cc1)CC(=O)N2c1ccc(F)cc1 (configuration not stated)	0	0.4	nt	0.2	-1	-0.8	-1	-1	0.8
O=c1cnn(Cc2ccc(F)cc2)c2ccccc12	4	0.5	0.3	0.1	2	-2.6	7	-1	-1.8
OC(CNCC1COc2ccccc2O1)COc1ccc(Cl)cc1 (configuration not stated)	-38	0.9	0.7	1.3	4	-3.7	0	2	0.4
C=CCSc1nnc(NC(=O)c2ccc(N3CCCC3=O)cc2)s1	-1	-0.6	-2.7	0.0	7	-4.5	23	1	0.3
CCOC(=O)/C=C(\C)N1N=C(c2ccccc2)CC1c1ccccc1 (configuration not stated)	-3	-0.2	nt	1.6	-5	-1.7	4	1	-1.0
CCSc1nnc(NC(=O)CCc2ccccc2)s1	4	0.6	-0.5	0.7	-2	-0.7	2	5	-1.9
Cc1cc(C(=O)COC(=O)[C@H](C)NC(=O)c2ccco2)c(C)n1Cc1ccco1	-4	-1.0	nt	-0.5	-3	0.4	5	2	-1.1
CC(C)c1ccc2c(c1)[C@H]1OCC[C@H]1[C@@H](c1cccs1)N2	0	-0.8	nt	-0.5	0	-3.7	-8	0	-0.2
O=C(COc1c(F)c(F)cc(F)c1F)NC(=O)NC1CCCC1	-9	0.2	-0.1	-1.7	0	1.1	2	-1	-1.6
C=CCn1c(SCC(=O)c2ccc(O)c(O)c2)nnc1-c1ccccc1OC	-2	-0.2	-1.6	-0.7	2	0.0	17	3	2.6
O=C(Nc1cc(C(F)(F)F)ccc1-n1cncn1)c1ccc(Br)cc1	0	1.4	-4.7	-0.2	-1	-2.8	-6	-2	0.0
CCc1nc(SCc2ccc(OC)cc2)n[nH]1	-19	-0.6	-2.2	-6.9	0	0.0	5	3	-0.8
Cc1cc2nc(CCN(Cc3cccnc3)C(=S)Nc3ccccc3)[nH]c2cc1C	-10	-1.5	2.0	0.3	-5	-5.8	-6	-4	1.8
CCSc1nc2ccccc2n1C(=O)/C=C/c1ccc(OC)c(OC)c1	-4	0.7	-1.9	1.9	2	-3.3	23	1	1.0
N#C/C(=C\c1ccncc1)C(N)=O	3	0.3	-0.1	-0.6	2	-0.1	-1	-2	-1.7

The listing continues.
SMILES	BoNT-F LC inh	PfHsp40 rescue	BioA inh	BoNT A protease	Anthrax LF inh2	FadD28 binding	GDH-TPI counter	FBA Mtb inh	Mtb UGM inh
CCOC(=O)c1ccc(NC(=O)N2CCN(c3ccccn3)CC2)cc1	-2	2.1	-0.6	0.6	-1	-0.1	-6	7	-2.5
COc1cc(N=Nc2c(O)c3ccccc3[nH]c2=O)c(OC)cc1N=Nc1ccccc1	-19	-0.8	-2.1	-2.3	2	-0.8	5	3	3.0
CC(C)[C@]12CC(=O)[C@H](C)[C@H]1C2	-11	-0.8	-1.5	-0.4	-4	-0.9	2	3	0.0
CCN(CC(=O)Nc1ccc(OC)cc1)CC(=O)Nc1ccc2c(c1)OCO2	9	-0.1	2.5	2.7	2	-0.8	8	3	-1.0
